Y pestis TopoI = blocks Yersinia pestis topoisomerase I activity. Y. pestis Topo-I cleavage product accumulation, plate reader. activity, % at 10 µM. actives 0.064% (n = 360,000). AID 504884; in the data active = activity above about 50%, passing the limit was not always enough; inconclusive = no clear call, values can overlap the other calls; note: inactives centre near 2
BioA inh = BioA (M. tuberculosis) enzyme inhibition. purified M. tuberculosis BioA enzyme, plate reader. actives 0.096% (n = 360,000). inhibition, % at 9.99 µM; in the data active = inhibition above about 40%; inconclusive = no clear call, values can overlap the other calls
GDH-TPI inh = counter-screen for M. tuberculosis FBA inhibitors: GDH-TPI coupled enzymes | inhibition, % at 4.8 µM | GDH-TPI coupled enzyme counterscreen, NADH absorbance | actives 1.2% (n = 360,000) | AID 588335; in the data active = inhibition above about 30%;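 note: 0% = DMSO wells and 100% = wells lacking the enzyme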
BH1578 lux ind = inducers of Vibrio cholerae quorum light production without autoinducers; V. cholerae BH1578 lux reporter, luminescence, 6 h; actives 0.16% (n = 350,000); activation, % at 18.7 µM; in the data active = activation mostly above about 9.7%, no sharp cut-off; inconclusive = no clear call, values can overlap the other calls; inactive = mostly below about 3.7%; note: not every result past the cut was called active; inactives centre near 0; reference of the scale not given here
FadD28 binding = blocks FadD28 binding to the bisubstrate probe | fluorescence polarization | inhibition, % at 12.5 µM | actives 0.22% (n = 360,000) | AID 588549; in the data active = inhibition above about 8.5%, passing the limit was not always enough; inconclusive = no clear call, values can overlap the other calls
FBA Mtb inh = inhibitors of M. tuberculosis fructose-bisphosphate aldolase | P9WQA3 | actives 2.3% (n = 360,000) | inhibition, % at 1 µM | purified M. tuberculosis FBA, fluorescence read-out; in the data active = inhibition above about 27%;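 note: 0% = vehicle and 100% = reference inhibitor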
Target sequence (P9WQA3 whole entry, looked up): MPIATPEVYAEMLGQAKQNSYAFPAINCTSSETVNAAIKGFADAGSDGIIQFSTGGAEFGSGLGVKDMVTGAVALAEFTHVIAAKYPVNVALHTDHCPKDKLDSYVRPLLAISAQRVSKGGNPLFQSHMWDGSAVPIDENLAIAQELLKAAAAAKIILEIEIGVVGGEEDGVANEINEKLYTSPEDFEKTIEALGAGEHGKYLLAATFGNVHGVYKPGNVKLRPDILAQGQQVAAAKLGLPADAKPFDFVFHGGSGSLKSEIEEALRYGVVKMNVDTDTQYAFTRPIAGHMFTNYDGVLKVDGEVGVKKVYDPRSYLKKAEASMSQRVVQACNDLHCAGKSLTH
UGM FP inh = Mtb UDP-galactopyranose mutase inhibition; P9WIQ1; purified UGM, fluorescence polarization probe displacement; inhibition, % at 10 µM; actives 0.06% (n = 320,000); in the data active = inhibition above about 10%, passing the limit was not always enough; inconclusive = no clear call, values can overlap the other calls
Target sequence (P9WIQ1 whole entry, looked up): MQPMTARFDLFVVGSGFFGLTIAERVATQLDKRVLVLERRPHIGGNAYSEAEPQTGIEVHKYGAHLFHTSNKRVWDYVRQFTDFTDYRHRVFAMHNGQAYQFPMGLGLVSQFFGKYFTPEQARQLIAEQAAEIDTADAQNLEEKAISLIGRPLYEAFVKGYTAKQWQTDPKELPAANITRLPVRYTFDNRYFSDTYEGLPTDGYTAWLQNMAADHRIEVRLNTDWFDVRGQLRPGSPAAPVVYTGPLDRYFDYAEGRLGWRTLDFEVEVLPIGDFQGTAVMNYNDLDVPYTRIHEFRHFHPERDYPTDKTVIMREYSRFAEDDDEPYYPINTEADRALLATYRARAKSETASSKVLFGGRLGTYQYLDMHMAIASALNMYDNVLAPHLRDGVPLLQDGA
TcdB inh = TcdB glycohydrolase inhibition. inhibition, % at 9.99 µM. TcdB glycohydrolase enzymatic assay, plate reader. actives 0.24% (n = 350,000). AID 652162; in the data active = inhibition above about 10%
PfHsp40 rescue = rescue of PfHsp40-mediated yeast toxicity; growth rescue, % at 12.5 µM; AID 504582; actives 0.68% (n = 340,000); S. cerevisiae expressing PfHsp40, growth rescue, ATP luminescence; in the data active = growth rescue above about 28%, passing the limit was not always enough; inconclusive = no clear call, values can overlap the other calls;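 note: yeast W303a lacking pdr1 and pdr3 grown in galactose medium; growth measured after three days at 30 °C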
An asterisk follows results filed as active; i = inactive; ? = inconclusive; nt = no result given; & = joins results of further samples.

SMILES	Y pestis TopoI	BioA inh	GDH-TPI inh	BH1578 lux ind	FadD28 binding	FBA Mtb inh	UGM FP inh	TcdB inh	PfHsp40 rescue
COc1ccc(-c2csc(NC(=O)C3CC(=O)N(Cc4ccccc4)C3)n2)cc1OC (stereo unspecified)	20	1.8	11	-0.2	-0.3	-1	-1.1	2.2	0.8
COc1ccc(NC(=O)COC(=O)C2CCN(C(=O)c3ccc(Cl)cc3)CC2)c([N+](=O)[O-])c1	20	0.0	2	-2.9	-4.3	0	-0.1	2.1	-0.6
Cc1cc(C)cc(C(=O)Nc2nc3ccccc3[nH]2)c1	-8	0.7	-3	-0.3	-5.4	-2	0.2	-1.1	3.0
CCOC(=O)c1c(C)[nH]c(C(=O)OCC(=O)N(CC(C)C)c2c(N)n(Cc3ccccc3)c(=O)[nH]c2=O)c1C	23	-4.7	6	i	0.6	1	1.7	2.1	2.7
O=[N+]([O-])c1ccc(CN2[C@H](COCc3ccccc3)[C@@H](N3CCCC3)CS2(=O)=O)cc1	nt	-0.4	nt	nt	-5.5	-3	nt	0.0	nt
O=C(C/C=N/OCc1c(Cl)cccc1Cl)c1ccccc1	-7	-0.6	-11	i	-1.4	1	3.1	nt	-0.9
Cn1c(=O)c2cc(NC(=O)NCc3ccc(F)cc3)ccc2n1C/C=C/c1ccccc1	42	-0.3	2	0.8	-3.2	60*	nt	1.4	nt
CN1C(=O)c2ccc(NC(=O)c3ccc(N4CCCCC4)c([N+](=O)[O-])c3)cc2C1=O	-7	nt	-4	-0.3	-3.1	-7	-0.5	nt	0.0
Cn1c2ccccc2c2c(C(=O)N3CCN(c4ccccn4)CC3)cn(C3CCCC3)c(=O)c21	24	-1.7	14	-0.6	2.5	6	3.9	nt	6.1
CC(C)(O)C#Cc1ccc(CN2CCN(C3CCCCC3)C(CCO)C2)cc1 (stereo unspecified)	3	nt	-4	2.0	-3.2	-8	2.8	0.1	-0.4
CC(=O)Nc1ccc(NC(=O)c2c(-c3ccccc3Cl)noc2C)cc1	-7	nt	-7	-0.3	nt	0	-1.7	-0.2	0.8
CCC(C(=O)O)N1C(=O)C2CCCCC2C1=O (stereo unspecified)	1	-0.7	0	-2.0	-3.1	5	-1.3	0.1	0.8
O=C(CCSc1ccccn1)Nc1ccc(Br)cc1	0	nt	4	-0.3	-1.8	-1	-1.2	2.2	-0.1
Cc1cc(C)c(S(=O)(=O)N2CCN(C(=O)C(C)Cn3nc(C)nc3C)CC2)c(C)c1 (stereo unspecified)	-5	0.1	-7	i	-2.5	-9	-2.0	0.0	0.5
COc1ccc(C(=O)Nc2ccc(S(=O)(=O)Nc3nccc(C)n3)cc2)cc1OC	-1	0.6	10	i	-4.2	-1	-1.2	nt	-0.8
CC(=O)Nc1ccc(C(=O)OCC(=O)Nc2ccc([N+](=O)[O-])cc2C(F)(F)F)cc1	-4	0.3	9	i	-0.5	-3	-1.3	nt	-0.3
CC(=O)c1nn(-c2cccc(Br)c2)cc1C(=O)c1ccc(Br)cc1	1	9.7	-5	6.0	0.0	4	1.3	nt	-0.5
COc1ccc(C(=O)C2CCCN(Cc3ccc4nonc4c3)C2)cc1OC (stereo unspecified)	-11	3.5	11	2.7	-9.4	-7	1.4	1.2	-0.6
Cc1ccc(Cl)cc1N1CCN(C(=O)C2CCN(S(=O)(=O)c3cnc[nH]3)CC2)CC1	-7	-2.2	7	-0.3	-1.8	2	0.6	nt	0.3
O=C(Nc1ccc(F)cc1)NC1(C(=O)NCc2cccs2)CCCCC1	-1	-0.9	10	i	0.0	1	0.0	1.2	0.1
Clc1ccc2c(N/N=C/c3ccccc3Br)ccnc2c1	-16	8.0	22	-0.2	-2.2	0	-3.9	-0.4	1.8
Cc1c(Cl)cnc(NC(=O)COC(=O)c2ccc3ncsc3c2)c1Cl	0	0.2	-1	-0.5	-3.4	-1	0.5	0.9	0.9
COCCCNC(=O)c1c[nH]c2ccc(S(=O)(=O)N3CCc4ccccc43)cc2c1=O	6	nt	9	-0.5	-3.4	-3	-0.8	2.2	-0.2
CC1=NN(c2ccccc2)C(=O)/C1=C/c1cn(C)c2ccccc12	-8	nt	-7	-0.6	-1.0	-8	-1.9	0.3	0.8
Cc1ccccc1NS(=O)(=O)c1ccc2[nH]cc(C(=O)NCCCN3CCOCC3)c(=O)c2c1	7	-0.2	17	-1.7	-8.0	6	3.5	nt	-1.2
OCCC1CN(Cc2cnc(-c3cccc4ccccc34)nc2)CCN1C1CCCCC1 (stereo unspecified)	11	nt	5	i	-2.2	0	-0.6	1.0	-0.5
Cc1c(NC(=O)CN2CCN(c3ccccc3)CC2)c(=O)n(-c2ccccc2)n1C	5	0.0	9	nt	-0.8	-1	1.2	nt	1.4
O=C(CN1C(=O)NC2(CCCC2)C1=O)Nc1cccc(-c2nnc3n2CCCCC3)c1	1	0.4	-3	0.3	-1.1	5	0.1	nt	0.4
Cc1ccc(Cn2ccc(NC(=O)c3cc(-c4ccc5c(c4)OCO5)on3)n2)cc1	1	nt	-1	-0.6	-3.3	-1	nt	0.1	0.5
CS(=O)(=O)N(CC(=O)NCCSC1CCCCC1)c1cccc(F)c1	-4	0.6	-2	1.0	-4.0	-8	-0.7	-5.4	-0.4
CNc1ccc(C(=O)N2CCN(S(=O)(=O)c3ccc4c(c3)OCCCO4)CC2)cc1[N+](=O)[O-]	7	-1.4	-2	i	1.7	3	-2.3	-1.0	-0.1
O=C(Cc1cccc(C(F)(F)F)c1)Nc1cc(S(=O)(=O)N2CCOCC2)ccc1N1CCCC1	31	nt	5	i	-5.6	-1	0.3	-0.3	2.4
CCCCn1c(N)c(N(CCOC)C(=O)c2cnccn2)c(=O)[nH]c1=O	1	-0.3	6	i	-2.2	-1	1.9	-0.2	-1.2
Cc1cccc(-c2nnc(SCc3cc(=O)[nH]c4ccccc34)n2C)c1	9	nt	16	-0.3	-2.1	2	-1.4	nt	-1.3
CC(=O)NCc1ccc(S(=O)(=O)N2CCCN(C)CC2)cc1	1	-1.7	2	2.0	-0.9	4	0.8	-0.8	-1.3
Cc1ccc(CCN2CC(C(=O)NCCCN3CCC(C)CC3)CC2=O)cc1 (stereo unspecified)	0	0.5	2	0.5	-3.2	2	0.5	0.7	-1.2
CCOC(=O)c1sc(NC(=O)CSc2n[nH]c(-c3ccc(Cl)cc3Cl)n2)c(C#N)c1C	5	-1.1	9	i	0.7	0	2.0	nt	-0.5
Oc1c(Br)cc(Br)cc1C=Nc1ccc2[nH]ncc2c1	5	nt	21	-0.3	-1.9	17	0.7	2.3	-1.4
CC(=NNC(=O)c1ccncc1)c1cccc(Br)c1	1	-0.5	10	-0.8	-1.7	-3	nt	-4.4	-0.3
C=CCOC(=O)C1=C(C)NC(=O)NC1c1cc(Cl)cc(Cl)c1OC (stereo unspecified)	12	-0.6	4	-0.1	-3.3	0	2.0	0.3	0.9

An excerpt from above, reduced to BH1578 lux ind.
Structure	BH1578 lux ind
COCCCNC(=O)c1c[nH]c2ccc(S(=O)(=O)N3CCc4ccccc43)cc2c1=O	-0.5
OCCC1CN(Cc2cnc(-c3cccc4ccccc34)nc2)CCN1C1CCCCC1 (stereo unspecified)	i
CCCCn1c(N)c(N(CCOC)C(=O)c2cnccn2)c(=O)[nH]c1=O	i

(list continues)
SMILES	Y pestis TopoI	BioA inh	GDH-TPI inh	BH1578 lux ind	FadD28 binding	FBA Mtb inh	UGM FP inh	TcdB inh	PfHsp40 rescue
CCOc1ccc2nc(NC(=O)Cn3c(C)csc3=O)sc2c1	-7	nt	10	-0.7	-1.5	-1	nt	1.1	nt
COc1ccc([N+](=O)[O-])cc1N1C(=O)c2cccnc2C1=O	7	-0.7	15	i	0.3	0	-4.8	0.3	0.3
O=C(c1cc(N2C(=O)C3C4CCC(C4)C3C2=O)ccc1Cl)N1CCN(c2ccccc2F)CC1 (stereo unspecified)	1	nt	-2	-0.6	-2.4	1	1.7	nt	-0.3
Cc1ccc(C(=O)N/C(=C\c2cccs2)C(=O)NCc2cccnc2)cc1	-4	-1.7	13	i	0.8	2	-3.7	nt	-0.9
COc1ccc(NC(=O)N(C)C[C@H]2Oc3ccc(NS(=O)(=O)c4ccc(F)cc4)cc3C(=O)N([C@H](C)CO)C[C@@H]2C)cc1	11	-1.6&-0.6	-2	0.3	2.0	1	-0.1	0.0&0.1	3.4
CC(C)(C)c1ccc(S(=O)(=O)NC(Cc2ccccc2)C(=O)O)cc1 (stereo unspecified)	7	0.3	-3	i	-3.8	-2	-1.7	nt	-0.1
CCOc1ccc(NC(=O)CN2CCN(CC(=O)Nc3ccc(F)cc3)CC2)cc1	-9	-0.1	3	0.1	-4.2	3	-3.8	nt	-1.2
COc1cc(C)nc(N2CCCC(C(=O)Nc3cccc(Cl)c3Cl)C2)n1 (stereo unspecified)	0	-1.8	5	-6.2	-0.3	1	-3.8	nt	-0.4
O=CN1CCN(C(C(=O)NC2CCCCC2)c2cc3c(cc2[N+](=O)[O-])OCO3)CC1 (stereo unspecified)	3	nt	6	1.1	0.0	5	0.8	-1.3	-0.3
CCC(CO)Oc1cc(NCc2ccccc2C)c2ncn(C(C)C)c2c1 (stereo unspecified)	12	0.3	3	-0.5	2.1	0	-3.6	0.4	-1.9
Fc1cc(F)c(F)c(SCCc2ccncc2)c1F	6	-0.9	-5	-0.3	-0.3	4	1.9	nt	1.2
CN1CCN(CC#CCC2(O)c3ccccc3-c3ccccc32)CC1	-4	nt	-5	i	-2.2	-1	4.0	0.8	0.3
CN(CC(=O)NC(=O)Nc1ccccc1F)Cc1ccccc1	14	-2.1	-2	-0.3	1.3	1	nt	-3.3	-0.7
COC(=O)c1c(=O)n(O)c2ccc(OC)cc2[n+]1[O-]	-6	nt	-7	0.8	0.1	-11	?	nt	-0.5
O=C(CSc1nccc(=O)[nH]1)Nc1ccc(S(=O)(=O)N2CCOCC2)cc1	-5	-0.4	-10	-0.6	-4.3	-2	0.3	-2.0	-1.5
COc1ccc(C(=O)c2ccc3oc(-c4ccc(OC)cc4)c(C#CCCO)c3c2)cc1	0	-0.5	10	-5.0	-2.7	0	0.9	1.3	-0.1
COc1cc(OC)cc(C(=O)NCc2ccc(-n3cccc3)cc2)c1	11	nt	-3	i	-31	2	-1.5	1.0	-0.7
Cc1cccc(NC(=O)COc2ccc(Br)cc2)n1	2	nt	11	-0.2	1.1	1	-1.0	nt	0.0
O=C(CCc1nc2ccccc2s1)OCc1ccccc1F	11	nt	3	-0.2	-2.5	2	2.3	0.3	-0.5
O=C(O)CCC(=O)Nc1ccc(-n2ccc(C(F)(F)F)n2)cc1	-1	nt	-4	i	-1.2	1	-1.7	0.0	1.7
O=C(O)CCCn1cc(NC(=O)c2ccco2)cn1	-12	0.3	-1	-0.6	0.0	4	0.9	2.6	1.2
CCCC(=O)NC(=S)c1c(C)n(C)n(-c2ccccc2)c1=O	9	1.8	16	i	0.4	-1	1.8	-2.2	-0.5
O=C(/C=C/c1cccc(F)c1)Nc1ccc(S(=O)(=O)N2CCOCC2)cc1	2	-1.3	23	i	-7.5	1	-0.3	3.7	-1.5
Cc1nnc(SCC(=O)N2CCC(C(N)=O)CC2)s1	0	-0.4	0	5.6	-1.3	-1	-1.6	nt	-0.8
Cc1noc2ncnc(Sc3ccc(Br)cc3)c12	0	-0.6	-3	i	1.0	5	0.0	2.3	1.6
CC1=CC(=C2C(=O)c3ccccc3C2=O)C=C(C)N1Cc1ccco1	-1	nt	16	-0.2	1.6	-4	3.1	1.9	0.3
COc1cccc(NC(=O)NCc2ccc(F)cc2)c1	3	nt	3	i	0.1	-2	-2.7	0.0	0.1
Cc1ccn(CCC(=O)Nc2ccc3c(c2)OCO3)n1	-17	-0.1	1	i	-3.0	-4	0.8	0.4	-1.3
